MEKK2 WT-MEK5: raises or lowers MEK5 binding to wildtype human MEKK2 PB1 domain | Q9Y2U5 | bead flow cytometry, Alexa488-MEK5 binding to MEKK2 WT; actives lie on both sides | binding response (% of control), % at 10 µM | hit rate 1.1% among 290,000; in the data active = binding response below about 67% or above about 130%
MEKK2mut PB1 HTS: signal of MEK5 binding to mutant human MEKK2 PB1 domain; bead flow cytometry, Alexa488-MEK5 binding to MEKK2 mutant; percent response, % at 10 µM; hit rate 0.35% among 290,000; AID 1530; in the data active = percent response above about 24%, passing the limit was not always enough; note: inactives centre near 1; some results filed as inactive read as strong as hits
GalR3 antag: blocks the human galanin receptor 3; HEK293 GalR3-CNG cAMP membrane potential fluorescence; galR3 body fused to GalR1 C-terminus; hit rate 0.44% among 360,000; AID 651719; O60755; inhibition, % at 3 µM;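 active = inhibition above the screen-wide average plus 3 SD, cut at about 13% in these data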;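 note: forskolin and galanin both at EC90 stimulate the cells; cAMP rise reported by CNG channel membrane potential dye signal; 0% = forskolin plus galanin with DMSO and 100% = forskolin alone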
DNA FID counter: fluorescent intercalator displacement, NS3 helicase counter-screen; hit rate 0.17% among 290,000; inhibition, % at 7.9 µM; DNA fluorescent intercalator displacement, fluorescence; in the data active = inhibition above about 37%;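 note: 0% = vehicle and 100% = reference compound; higher means more ethidium bromide displaced from hairpin DNA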
MEKK3 PB1 HTS: raises or lowers MEK5 binding to the human MEKK3 PB1 domain. Q99759. bead-based flow cytometry, Alexa488-MEK5 binding to MEKK3; actives lie on both sides; 0 = blocked by unlabeled MEK5, 100 = vehicle. binding response (% of control), % at 10 µM. hit rate 1.4% among 290,000. AID 1529;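 active = binding response more than 3 SD above or below the average of its plate-row segment, actives on both sides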;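 note: Alexa488 bead fluorescence after subtracting the streptavidin-only scavenger bead signal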
Target sequence (Q99759 whole entry, looked up, the tested form may be a part): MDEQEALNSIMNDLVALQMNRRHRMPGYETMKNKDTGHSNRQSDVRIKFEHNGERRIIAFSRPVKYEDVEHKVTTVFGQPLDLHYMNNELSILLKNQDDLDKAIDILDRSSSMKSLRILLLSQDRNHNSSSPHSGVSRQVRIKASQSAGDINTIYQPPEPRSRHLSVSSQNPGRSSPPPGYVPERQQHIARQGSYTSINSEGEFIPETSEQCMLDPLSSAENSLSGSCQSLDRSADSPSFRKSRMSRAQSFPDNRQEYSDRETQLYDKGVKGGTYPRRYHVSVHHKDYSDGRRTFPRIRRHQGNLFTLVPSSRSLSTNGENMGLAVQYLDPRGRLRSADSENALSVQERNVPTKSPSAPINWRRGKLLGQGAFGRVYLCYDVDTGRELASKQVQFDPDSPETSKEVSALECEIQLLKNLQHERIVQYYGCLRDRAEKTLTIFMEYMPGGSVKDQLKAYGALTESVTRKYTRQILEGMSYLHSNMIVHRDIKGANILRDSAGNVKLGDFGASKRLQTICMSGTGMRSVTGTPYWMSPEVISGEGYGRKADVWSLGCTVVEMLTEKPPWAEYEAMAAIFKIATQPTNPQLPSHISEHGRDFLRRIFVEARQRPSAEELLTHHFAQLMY
CRFBP-R2 agonist: agonists of human CRF-binding protein/CRF-R2 receptor complex | hit rate 0.46% among 350,000 | HEK293 CRF-R2/CRF-BP, calcium dye fluorescence (FLIPR); percent of saturating CRF peptide response | activation, % at 13.2 µM | AID 588473;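 active = activation of at least 50%, plus an integration ratio under a set limit after plate pattern correction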;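 note: plate controls were neutral control wells without compound for no effect and CRF at EC100 for full effect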
NS3 helicase inh: inhibitors of Hepatitis C virus NS3 helicase; AID 1800; inhibition, % at 10.9 µM; hit rate 0.56% among 290,000; NS3 helicase DNA unwinding, Cy5 molecular beacon fluorescence;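 active = inhibition above the mean of all tested compounds plus 3 SD, set per campaign, cut at about 35% in these data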;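 note: 0% = DMSO wells and 100% = thioflavine S control wells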
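assay system = NS3 helicase fragment of HCV | buffer or medium = MOPS pH 6.5, MgCl2, DTT, Tween20, BSA | timing = 60 min unwinding reaction at 25 °C after ATP addition | signal = Cy5 beacon fluorescence read at start and 1 h | read-out basis = % inhibition of unwinding | control set = low DMSO, high thioflavine S at 110 µM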
UBC9 SUMO inh: blocks human SUMOylation mediated by UBC9; P63279; HTRF SUMOylation assay, SAE1/SAE2 + UBC9, in vitro; inhibition, % at 35 µM; hit rate 0.36% among 290,000; in the data active = inhibition above about 50%, passing the limit was not always enough; note: strong numbers were not always called active
Target sequence (P63279 whole entry, looked up): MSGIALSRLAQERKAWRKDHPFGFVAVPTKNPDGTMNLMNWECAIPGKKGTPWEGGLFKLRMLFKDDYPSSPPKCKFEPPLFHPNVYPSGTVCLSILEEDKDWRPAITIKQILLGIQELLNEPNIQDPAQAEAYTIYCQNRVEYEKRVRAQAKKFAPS
CRFR2-BP antag: blocks CRF-induced signaling of the CRF-BP/CRF-R2 complex | HEK293 CRF-R2/CRF-BP, CRF-induced calcium fluorescence | hit rate 0.59% among 350,000 | inhibition, % at 11.8 µM;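 active = inhibition of the ligand-induced calcium signal above about 50% at the single tested concentration, limit read from the data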
* hit, by the source's call; x = not tested or not shown; [ ] = dose if it differs, or a comment.

structure | MEKK2 WT-MEK5 | MEKK2mut PB1 HTS | GalR3 antag | DNA FID counter | MEKK3 PB1 HTS | CRFBP-R2 agonist | NS3 helicase inh | UBC9 SUMO inh | CRFR2-BP antag
O=C1CC(c2ccccc2)CC2=C1C=Nc1ccccc1N2 (stereo unspecified) | 102 | -5 | -3 | -16 | 103 | -1.6 | 0 | 13 | -8
COc1cccc(C2C(=O)c3ccccc3C2=O)c1 | 95 | -16 | 1 | -5 | 94 | -1.2 | 0 | 13 | -3
COc1ccccc1Nc1nnc(SCC(=O)N2CC(=O)Nc3ccccc32)s1 | 100 | -7 | -2 | -15 | 99 | -1.2 | 5 | 10 | -3
Cc1nc2sc(C(c3ccco3)N3CC(C)OC(C)C3)c(O)n2n1 (stereo unspecified) | x | x | 3 | -3 | x | 0.7 | 6 | 4 | 11
Cc1ccc(OCCCN2C(=O)C(=O)c3cccc(C)c32)cc1 | 111 | 21 | -2 | -13 | 101 | 1.1 | 2 | 2 | 20
CC(C)(C)OC(=O)NCCc1nnc(SCc2ccc(Cl)cc2Cl)o1 | 100 | -3 | -5 | -36 | 101 | 3.3 | -9 | 7 | -9
OC(CN1C2=NCCCN2c2ccccc21)c1ccc2c(c1)OCO2 (stereo unspecified) | 102 | 0 | -6 | 5 | 100 | 0.0 | -7 | 30 | 0
COc1ccc(SC[C@H](CC(C)C)N2CCN(C)CCC2=O)cc1 | 146* | 2 | -8 | x | 128* | -1.8 | x | 10 | 4
Cc1cc(C)n(-c2nc3ccccc3c(=O)n2OCC(=O)Nc2c(C)cccc2C)n1 | 100 | 1 | 1 | -33 | 100 | -2.1 | -1 | 4 | -9
COCCNC(=O)C(c1ccc(OC)cc1)N(C(=O)Cn1nnc2ccccc21)c1cccnc1 (stereo unspecified) | 97 | -8 | -5 | -8 | 105 | -0.6 | -4 | 13 | 1
CCOC(=O)c1ccc(Oc2c(C)oc3cc(OS(C)(=O)=O)ccc3c2=O)cc1 | 105 | 0 | -3 | -17 | 125 | 2.0 | 2 | -5 | -22
O=C(NC1(C(F)(F)F)NC(=O)N(C2CCCCC2)C1=O)C1CC1 (stereo unspecified) | 101 | 8 | 6 | -1 | 103 | -1.2 | 10 | 13 | 7
Cc1nc(Nc2nc(CSc3ccc(Cl)cc3)cc(=O)[nH]2)nc2ccccc12 | 104 | 0 | 4 | -4 | 132* | 0.2 | 4 | 15 | 9
CCCC(=O)NC(=S)NNC(=O)c1ccc([N+](=O)[O-])cc1 | 100 | 4 | -1 | 0 | 133* | 1.5 | -10 | -17 | 18
Cc1cc(NCc2ccccn2)n2nc(C)c(-c3ccccc3)c2n1 | 95 | -2 | -4 | -16 | 98 | -0.6 | -20 | 4 | -5
COC(=O)Cn1c(=O)sc2ccccc21 | 98 | 1 | -5 | -2 | 101 | -1.3 | 2 | -4 | 5
COc1cccc(-c2c(C(=O)N/N=C/c3cccnc3)nnn2-c2nonc2N)c1 | 99 | 4 | -3 | -23 | 100 | 0.3 | -7 | 8 | -8
Cc1ccc(CNS(=O)(=O)c2cc3c(cc2C)N(C)CCO3)cc1 | 101 | -1 | x | -29 | 103 | 3.6 | -6 | -16 | -30
CCC(C)(C)C1CCC(=NNC(=O)c2ccc(Br)o2)CC1 (stereo unspecified) | 99 | 0 | -3 | -2 | 118 | -1.3 | 0 | 1 | -17
CC(C)(C)C1CCC2(CC1)NC(CO)(CO)CO2 (stereo unspecified) | 105 | 2 | -6 | -2 | 103 | 0.1 | 13 | 23 | 9
O=C(Nc1cccnc1)C1CCCN(c2ncnc3c2nc2n3CCCCC2)C1 (stereo unspecified) | 103 | 8 | -3 | -37 | 98 | 0.0 | -1 | 10 | -4
CCN1CCc2c(OCC(=O)Nc3cccc(C)c3C)cccc2C1=O | 98 | -3 | -1 | -21 | 94 | x | 3 | 25 | x
Cc1cc(NC(=O)CCC(=O)N(CC(=O)NC2CCCC2)c2cccc(F)c2)no1 | 95 | 4 | -4 | -38 | 96 | -0.9 | 14 | -8 | 4
CSc1ccc(/C=N/NC(=O)CN2CCN(Cc3ccccc3Cl)CC2)cc1 | 112 | 18 | -2 | -4 | 102 | -0.8 | -16 | -14 | -10
CCc1nc(SCC(=O)O)c2c3c(sc2n1)COC(C)(C)C3 | 106 | -1 | -11 | -14 | 102 | 0.9 | 0 | 1 | 7
O=c1c(-c2nnc(SCc3ccc(Cl)c(Cl)c3)o2)cccn1Cc1ccccc1 | 93 | -1 | -1 | 1 | 98 | 5.7 | 7 | 0 | -17
C#CCOCCOCCOCCNc1nc(N2CCN(C(=O)C([C@@H](C)CC)n3cc(C(N)Cc4ccc(O)cc4)nn3)CC2)nc(N2CCN(C(=O)[C@H](CCC(=O)O)n3cc(C(N)[C@H](C)CC)nn3)CC2)n1 (stereo partly specified) | 102 | 5 | -7 | 10 | 109 | -2.2 | 0 | 9 | 17
CCOC(=O)C(=CNc1ccc(Oc2cncc(Cl)c2)nc1)C(=O)OCC | 100 | 4 | 7 | -30 | 102 | -0.3 | -1 | 5 | 14
CC1CC(NC2=NCCS2)CC(C)(C)C1 (stereo unspecified) | 99 | -3 | 1 | 0 | 96 | 2.3 | -3 | 7 | -6
CC1(c2ccc(OC(F)F)cc2)NC(=O)N(CC(=O)Nc2cccc(S(N)(=O)=O)c2)C1=O (stereo unspecified) | 102 | 3 | 8 | -6 | 99 | -1.5 | 3 | -6 | -24

Reprinted from the part before: 2 compounds, followed by the next part.
structure | MEKK2 WT-MEK5 | MEKK2mut PB1 HTS | GalR3 antag | DNA FID counter | MEKK3 PB1 HTS | CRFBP-R2 agonist | NS3 helicase inh | UBC9 SUMO inh | CRFR2-BP antag
CC1CC(NC2=NCCS2)CC(C)(C)C1 (stereo unspecified) | 99 | -3 | 1 | 0 | 96 | 2.3 | -3 | 7 | -6
CC1(c2ccc(OC(F)F)cc2)NC(=O)N(CC(=O)Nc2cccc(S(N)(=O)=O)c2)C1=O (stereo unspecified) | 102 | 3 | 8 | -6 | 99 | -1.5 | 3 | -6 | -24
O=C(O)c1cccnc1Sc1ccc(Br)cc1 | 103 | 1 | 0 | 3 | 102 | -0.9 | 7 | 11 | -5
Cc1cc(NC(=O)/C=C/c2ccco2)ccc1NC(=O)c1ccccc1 | 93 | -8 | -5 | 3 | 104 | 4.4 | 7 | 1 | 10
O=C(Nc1ccc(C(=O)N2CCCC2)cc1)Nc1ccc(Cl)cc1Cl | 110 | 13 | -3 | 4 | 101 | -2.7 | -10 | -5 | -1
O=C(NC1CC1)C1=C[C@H](c2ccc(C(F)(F)F)cc2)C[C@H](OCc2ccc(CO)cc2)O1 | 107 | 5 | -5 | -30 | 80 | 1.1 | -5 | 6 | -7
Cn1cc(CN(Cc2ccccn2)C[C@@H]2CCC(=O)N2)c(-c2ccccc2F)n1 | 95 | -4 | -2 | -7 | 104 | 0.0 | 2 | 24 | 10
COc1cc(S(=O)(=O)N(Cc2cccnc2)Cc2cccc(OC)c2OC)ccc1-n1cnnn1 | 98 | -2 | 9 | -38 | 100 | -0.5 | -6 | 30 | 10
O=C(O)C1CCN(S(=O)(=O)c2ccc3c(c2)OCCCO3)CC1 | 98 | 2 | -1 | -6 | 102 | -1.0 | -8 | -2 | -19
COc1ccc(OC)c(NC(=O)Nc2cc(NC(=O)Nc3cc(OC)ccc3OC)c(C)nc2C)c1 | 96 | -4 | 1 | 6 | 95 | -1.8 | -4 | 7 | 13
O=S(c1ccc2ccccc2c1)c1cnns1 (stereo unspecified) | 109 | 15 | -1 | -5 | 102 | -1.8 | -1 | 14 | 1
CC(=O)Oc1cc2oc(=O)cc(C)c2cc1OC(C)=O | 98 | -3 | -1 | -1 | 98 | -0.4 | 10 | 39 | 1
CCC(=O)Nc1ccc(-c2nc(-c3ccccc3)n(CC(=O)N3CCCCC3)n2)cc1 | 96 | 1 | 4 | -24 | 102 | 0.8 | 5 | 7 | 6
CC(C)(C)OC(=O)N1CC(O)CC1C(=O)OCC(=O)c1ccc(Cl)cc1 (stereo unspecified) | 93 | -2 | -5 | -23 | 91 | 0.8 | -6 | 14 | 5
COC(=O)c1ccc(S(=O)(=O)NCc2ccco2)n1C | 101 | -1 | 3 | -2 | 104 | 2.9 | -3 | 17 | 5
CCOC(=O)CSC(CC)C(=O)Nc1nnc(C(C)C)s1 (stereo unspecified) | 105 | 2 | x | -12 | 103 | -2.6 | 3 | -8 | -17
COc1ccc(C(=O)/C=C/C(=O)N(CC(=O)NC2CCCCC2)Cc2ccc(F)cc2)c(O)c1 | 96 | -2 | -6 | -28 | 102 | 32 | -2 | -5 | 14
Nc1ccc2oc(CCc3ccccc3)nc2c1 | 104 | 3 | x | -4 | 102 | -0.9 | 7 | -16 | 16
COC(=O)C(CC(C)C)NC(=O)/C=C/c1ccc(Cl)cc1 (stereo unspecified) | 94 | -5 | -5 | -15 | 100 | 2.6 | -2 | 6 | 7
COC(=O)c1sc2nc(SCC(=O)N(C)c3ccccc3)n(N)c(=O)c2c1C | 93 | -6 | 8 | -4 | 100 | -0.6 | -6 | 6 | -24
CCN(C(=O)Cn1c(=O)oc2cc(S(=O)(=O)N3CCCC3)ccc21)c1ccc(OC)cc1 | 97 | 3 | -3 | -40 | 97 | -3.0 | 0 | 6 | 16
Cc1ccc(S(=O)(=O)C2(C(=O)Nc3ccc(F)cc3)CC2)cc1 | 101 | -1 | 1 | -4 | 98 | -4.1 | -2 | 13 | 12
Cc1nc2cc(NC(=O)c3ccc(Cl)cc3)ccc2n1C | 109 | 10 | -5 | 5 | 106 | -0.1 | -20 | -4 | 3
CC(C)(C)c1ccccc1OCC(=O)Nc1ncn[nH]1 | 98 | 2 | -5 | -9 | 101 | -1.9 | 7 | -18 | 5
CS(=O)(=O)N1CC(C(=O)NC2CC2)Oc2ccc(Cl)cc21 (stereo unspecified) | 96 | 3 | -5 | 2 | 104 | 0.2 | 3 | -8 | 6
CCn1c(=O)cc(OCC(=O)NCc2cccnc2)c2ccccc21 | 100 | 2 | -3 | -2 | 101 | -1.3 | 8 | -24 | -4
CCOC(=O)c1[nH]c2c(c1C)C(=O)CC(c1ccc(OCC)c(OC)c1)C2 (stereo unspecified) | 107 | 16 | 1 | -11 | 102 | 0.2 | 0 | -8 | 6
O=C(C(Cl)Cl)N1CCN(Cc2ccccc2)CC1 | 114 | 21 | -2 | 2 | 108 | 0.2 | 5 | 5 | -1
Cn1c2ccc(F)cc2c2ncn(CCCN(CCO)CCO)c(=O)c21 | 99 | -3 | -7 | 12 | 89 | 0.1 | -2 | 5 | -15
CCN1CCN(S(=O)(=O)c2cc(OCC(=O)NC3CCCCC3)c(C)cc2Cl)CC1 | 3.0*[inhibitor] | -15 | 25* | 4 | 3.0*[inhibitor] | -1.1 | -8 | 23 | -2
Cc1nc(NS(=O)(=O)c2ccccc2)sc1NC(=O)OCCN(C)C | 104 | 4 | 5 | -1 | 104 | 6.0 | 6 | 5 | 5

Bioassay records as filed in PubChem.

This is a subset; rates above refer to the full screens.
